Screening results from PubChem.
Hsp90 inh = displaces geldanamycin probe from tumor Hsp90; P07900; AID 429; NCI-N417 lysate Hsp90, Cy3B-geldanamycin FP displacement; 64,000 tested, 0.35% active; inhibition, % at 30 µM;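 active = inhibition above 50%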;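 also: 0% = tracer plus lysate wells and 100% = tracer alone without lysate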
Cdc25B inh = inhibitors of human Cdc25B phosphatase; 65,000 tested, 0.1% active; recombinant Cdc25B, OMFP fluorescence Ex485/Em525; inhibition, %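 (compounds tested at 10 µM final in the well)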; in the data active = inhibition above about 50%
AP ELISA ortho = alternative pathway complement inhibition, orthogonal assay; Human serum alternative complement pathway, LPS-coated ELISA, C3 deposition; tested in compound mixtures; inhibition, % at 5 µM; 62,000 tested, 0.08% active; AID 1235;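 active = inhibition above 30% in each of the two pooled mixtures holding the compound, so the lower value exceeds 30%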;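 also: 0% = serum in Mg-EGTA without compound and 100% = EDTA serum blank; some compounds past the cut are filed as inactive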
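Test system: human serum alternative complement pathway, C3 deposition on LPS-coated wells; also added: Plate-bound LPS; doses: 5 µM per compound in ten-compound mixtures; schedule: 1 h at 37 °C; detection: Anti-C3 ELISA, OD 450 nm; evaluation: percent inhibition of C3 deposition onto LPS; repeats: two pool placements per compound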
JNK3 inh = inhibitors of human JNK3 kinase; 60,000 tested, 0.61% active; P53779; purified JNK3 kinase activity, HTS; inhibition, % at 8 µM; in the data active = inhibition above about 17%;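 also: 0% = DMSO and 100% = reference inhibitor; many of its hits are not listed in these tables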
MKP-1 inh = inhibitors of human MKP-1 phosphatase. P28562. recombinant MKP-1, OMFP hydrolysis fluorescence. inhibition, %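 (compounds tested at a single concentration somewhere between 10 and 100 µM)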. 65,000 tested, 0.15% active;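 active = inhibition above about 50%, limit read from the data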;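 also: 0% = DMSO max control wells and 100% = wells with enzyme stopped by NaOH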
MMP-13 inhibitor = blocks human MMP13 activity | 65,000 tested, 0.07% active | MMP-13 fTHP FRET cleavage, Mca fluorescence | inhibition, % at 4 µM | P45452 | AID 570;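 active = inhibition above the mean of compound-free control plate wells plus 3 SD, cut at about 14% in these data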;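 also: 0% = DMSO wells and 100% = wells with reference MMP-13 inhibitor after basal subtraction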
FXIIa inh mix = factor XIIa (human) inhibition, mixture screen | P00748 | purified FXIIa, fluorogenic substrate, pooled mixtures | inhibition, % at 5 µM | 62,000 tested, 0.2% active | AID 684;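 also: 0% = enzyme without compound and 100% = no enzyme blank; some results filed as inactive read as strong as hits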
A340 absorber = compound absorbs light at 340 nm | compound absorbance at 340 nm, fold over control | fold change at 10 µM | 65,000 tested, under 10 active | AID 708;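 active = at 10 µM dose, initial 340 nm absorbance at least 2 fold that of control wells; inactive = change under 2 fold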;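 also: initial absorbance extrapolated from kinetic A340 decline of NADH oxidation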
FXIa inh mix = blocks human factor XIa in pooled compound mixtures. P03951. purified FXIa, fluorogenic substrate. inhibition, % at 5 µM. 62,000 tested, 0.19% active. AID 680;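 also: each value is inhibition by a whole ten-compound pool holding the compound; 0% = enzyme with no mixture and 100% = wells lacking enzyme; strong numbers were not always called active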
Target sequence (P03951 19-387 limits assumed): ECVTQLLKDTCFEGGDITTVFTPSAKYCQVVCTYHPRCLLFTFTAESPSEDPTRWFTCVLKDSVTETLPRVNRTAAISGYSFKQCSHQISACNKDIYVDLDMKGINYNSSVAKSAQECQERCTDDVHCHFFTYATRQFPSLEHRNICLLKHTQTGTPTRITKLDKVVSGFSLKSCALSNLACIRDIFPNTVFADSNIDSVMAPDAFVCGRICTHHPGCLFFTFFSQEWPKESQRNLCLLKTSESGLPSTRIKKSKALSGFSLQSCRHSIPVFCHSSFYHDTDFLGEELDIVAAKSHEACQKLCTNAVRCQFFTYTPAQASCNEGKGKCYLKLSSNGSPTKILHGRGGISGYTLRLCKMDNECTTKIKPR
Target sequence (P03951 388-625 limits assumed): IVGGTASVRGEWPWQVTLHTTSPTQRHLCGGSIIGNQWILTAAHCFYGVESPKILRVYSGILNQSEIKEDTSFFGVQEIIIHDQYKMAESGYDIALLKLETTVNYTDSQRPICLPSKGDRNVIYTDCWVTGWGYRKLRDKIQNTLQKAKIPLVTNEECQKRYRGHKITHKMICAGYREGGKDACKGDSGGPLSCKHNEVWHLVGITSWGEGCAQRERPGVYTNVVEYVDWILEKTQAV
The depositor's hits bear a star; nt = not tested or not shown. Rule as the data show it, unless noted: active = inhibition above about 20% (passing the limit was not always enough); inactive = the rest.

SMILES	Hsp90 inh	Cdc25B inh	AP ELISA ortho	JNK3 inh	MKP-1 inh	MMP-13 inhibitor	FXIIa inh mix	A340 absorber	FXIa inh mix
COC(=O)c1ccc(C)c(NC(=O)c2c(-c3ccccc3)noc2C)c1	1	-7	12	8	3	4	2	0.99	5
CCC1(CC)NC(=O)N(CC(=O)OCC(=O)Nc2cc(C)ccc2C)C1=O	-3	28	11	5	4	-2	4	1	6
CCOC(=O)N1CCN(C(=O)c2oc3ccc(S(=O)(=O)N4CCCCC4)cc3c2C)CC1	1	-27	11	-2	20	3	6	1	-33
COc1ccc(C2CC(c3cc(Br)ccc3F)n3nnnc3N2)cc1 (stereo not given)	0	17	7	-8	30	-2	2	1	-24
CC(C)C1N(c2ccccc2)C(N)=C(C#N)C1(C#N)C#N (stereo not given)	3	-7	4	7	-21	-1	-1	1	11
CC1(C)CC(=O)C2=C(C1)Nc1ccccc1NC2c1cccnc1 (stereo not given)	3	-11	11	-9	2	2	2	1.3	8
O=C(OC1CCCCC1)c1ccc2c(c1)C1C=CCC1C(C(=O)O)N2 (stereo not given)	-6	63*	-5	2	52*	1	4	1.1	-5
Cc1c(NC(=O)c2cnn3c2NC(c2ccco2)CC3C(F)(F)F)c(=O)n(-c2ccccc2)n1C (stereo not given)	-6	-14	15	5	7	-8	-3	0.99	5
CCCn1c(NCc2cccc(OC)c2O)nc2ccccc21	0	-1	3	2	-7	3	7	1.1	0
O=C(Nc1nnc(SCc2ccccc2)s1)c1cccs1	-4	-14	11	-7	-16	0	9	1.1	4
CCNC(=O)Cn1cnc2c1c(=O)n(C)c(=O)n2C	0	-10	18	4	5	0	-17	1	11
COC(=O)/C=C/S(=O)(=O)c1ccc(NC(C)=O)cc1	-3	-2	0	13	7	6	3	1	-2

Random excerpt: 2 records from the list, in no set order.
SMILES	Hsp90 inh	Cdc25B inh	AP ELISA ortho	JNK3 inh	MKP-1 inh	MMP-13 inhibitor	FXIIa inh mix	A340 absorber	FXIa inh mix
CCC1(CC)NC(=O)N(CC(=O)OCC(=O)Nc2cc(C)ccc2C)C1=O	-3	28	11	5	4	-2	4	1	6
CCOC(=O)N1CCN(C(=O)c2oc3ccc(S(=O)(=O)N4CCCCC4)cc3c2C)CC1	1	-27	11	-2	20	3	6	1	-33

(cont.)
SMILES	Hsp90 inh	Cdc25B inh	AP ELISA ortho	JNK3 inh	MKP-1 inh	MMP-13 inhibitor	FXIIa inh mix	A340 absorber	FXIa inh mix
COc1ccc(C2c3c(oc4ccccc4c3=O)C(=O)N2CCN2CCOCC2)cc1OC (stereo not given)	-3	5	8	-4	26	0	-16	1.1	4
O=C(Nc1cccc2ccccc12)OC1C=CS(=O)(=O)C1 (stereo not given)	-7	-5	9	-6	2	-3	4	1	6
Cc1cc(C)c2[nH]c(=O)c(CN(Cc3nnnn3C3CCCC3)C3CCCCC3)cc2c1	-3	-15	-1	-2	15	-1	9	0.96	-5
O=C(COc1ccccc1)OCc1cc2ccccc2[nH]c1=O	-6	6	22	5	1	10	8	1	8
COc1cc(-n2nc(C)c3c2OC(N)=C(C#N)C3c2ccccc2)c(Cl)c(Br)c1O (stereo not given)	-15	6	12	8	38	16*	7	0.99	4
CCCCN(CCCNc1ncnc2nc[nH]c12)c1ccccc1	0	-8	16	-3	10	-9	13	1	4
CCN(CC)S(=O)(=O)c1ccc(S(=O)(=O)Nc2cc3c(cc2C(C)=O)OCO3)cc1	-4	0	9	-6	-18	4	12	1.1	7
COc1ccc(-n2nnnc2SCC(=O)Nc2cccc(C)n2)cc1OC	5	-5	-1	-13	13	-2	2	1	14
O=C1CC(C(=O)N2CCOCC2)C2(CCCC2)O1 (stereo not given)	-2	5	1	5	2	-9	3	1	8
COc1cc(O)c2c(c1)OC(C)(C)CC2=O	-3	-4	7	5	-2	-4	1	1.1	-4
Cc1nc2ccccc2c2oc(C(=O)N3CCN(C(=O)c4ccco4)CC3)cc12	-3	-7	8	-3	-4	2	1	0.99	13
COCCN1C(=O)c2ccc(C(=O)NCc3cccnc3)cc2C1=O	-4	-5	7	0	-1	0	2	1	6
CC(=O)NC1(C(F)(F)F)NC(=O)N(CC(C)C)C1=O (stereo not given)	1	-3	-1	-6	-3	2	-20	0.99	-1
O=CN(Cc1ccco1)C1(C(=O)NC2CCCCC2)CCCCC1	-2	-7	-1	-2	-15	-4	33*	0.96	9
CC(C)Cn1c(=O)c2c(c3ccccc31)OC(C)C(=O)N2 (stereo not given)	-3	7	-6	1	2	-1	13	1.1	8
COc1ccc(C(=O)NCC(=O)OCC(=O)NC(=O)NC2CCCCC2)cc1OC	-4	8	-13	-1	0	1	2	1	2
CC(C)OC(=O)c1c(NC(=O)CCn2nnc3ccccc32)sc2c1CCCC2	-3	3	12	6	13	3	10	1	2
CN(C)c1nc2c(c(=O)[nH]c(=O)n2C)n1Cc1ccc(F)cc1	0	4	13	0	-12	2	6	1	-3
Cc1ccc2cc(C(c3nnnn3CC3CCCO3)N3CCc4ccccc4C3)c(=O)[nH]c2c1 (stereo not given)	-8	8	9	4	28	0	3	1	4
COc1ccc(OC)c(NC(=O)CSc2nnnn2-c2ccc3c(c2)OCO3)c1	-2	-7	8	1	4	-2	-16	0.99	5
CC(C)C(C(=O)Nc1ccc(N2CCOCC2)cc1)N1C(=O)c2ccccc2C1=O (stereo not given)	7	-9	0	1	10	0	5	1	7
Cc1ccccc1OCC(=O)Nc1ccccc1N1CCOCC1	1	-14	12	7	4	3	6	1.1	3
CCOC(=O)C1=C(C)Nc2nc3ccccc3n2C1c1ccncc1 (stereo not given)	-4	-6	17	2	-12	1	13	1.1	-3
Cc1ccc(S(=O)(=O)Cn2nnnc2C(C(C)C)N2CCc3ccccc3C2)cc1 (stereo not given)	-9	3	5	-7	-24	8	-2	1	9
O=C(CN1C(=O)NC(Cc2ccccc2)C1=O)NC(=O)NC1CCCCC1 (stereo not given)	-1	-17	14	-7	28	3	7	0.97	2
Cc1ccc(Cl)cc1N1CCN(C(c2cccnc2)c2nnnn2C2CCCCC2)CC1 (stereo not given)	1	-2	19	2	26	5	6	1	4
COCc1nnc(NC(=O)c2ccc(S(=O)(=O)N3CCCCCC3)cc2)o1	-1	5	-2	2	-8	3	-8	0.99	0
CCN1C(=O)CC(N2CCC(Cc3ccccc3)CC2)C1=O (stereo not given)	-1	-11	11	4	5	4	-1	0.99	4
CCN(CCNC(=O)Cn1cc2c(n1)CCCC2)c1ccccc1	-1	2	10	-7	3	2	6	1.1	10
COc1ccc(-c2noc(C3CCCN(C(=O)c4ccccc4OC)C3)n2)cc1OC (stereo not given)	-1	-14	-17	0	18	3	6	1	-2
O=C(Nc1ccc(Cl)cc1)N(Cc1nnc2n1CCCCC2)c1ccccc1	-3	-10	-10	-1	-10	-4	5	1	1
O=C1CCCN1CCC1CCN(C2CC(=O)N(c3ccc(Cl)cc3)C2=O)CC1 (stereo not given)	-5	-8	-1	-7	29	6	4	1	-21
O=C(NC1CCSC1=O)c1cccc(C(=O)NC2CCSC2=O)c1 (stereo not given)	2	4	19	1	26	-1	-11	1	7
CC(C)(C)c1ccc(O)c(N)c1	33	22	-4	-8	-13	7	2	1	5
CCOC(=O)c1c(C)[nH]c(C)c1C(=O)CSc1nnc(-c2cc(OC)c(OC)c(OC)c2)o1	-2	-3	-4	0	-3	2	-17	1	-25
COCc1cc(C)nc(SCC(=O)Nc2ccc(C)c(C)c2)c1C#N	-4	-30	nt	-6	-22	-2	nt	1.1	nt

Just FXIIa inh mix and FXIa inh mix, for some of the entries so far:
Molecule	FXIIa inh mix	FXIa inh mix
O=C(Nc1ccc(Cl)cc1)N(Cc1nnc2n1CCCCC2)c1ccccc1	5	1
O=C1CCCN1CCC1CCN(C2CC(=O)N(c3ccc(Cl)cc3)C2=O)CC1 (stereo not given)	4	-21
O=C(NC1CCSC1=O)c1cccc(C(=O)NC2CCSC2=O)c1 (stereo not given)	-11	7
CC(C)(C)c1ccc(O)c(N)c1	2	5

(continued)
SMILES	Hsp90 inh	Cdc25B inh	AP ELISA ortho	JNK3 inh	MKP-1 inh	MMP-13 inhibitor	FXIIa inh mix	A340 absorber	FXIa inh mix
CCCSC1=C(C#N)C(c2cc(OC)ccc2OC)CC(=O)N1 (stereo not given)	0	1	1	1	-3	2	5	0.98	13
O=C1NC2c3ccccc3C(=O)N2c2c1cnn2-c1ccccc1 (stereo not given)	-3	2	-7	5	-20	1	1	1	4
Cc1cc(N2CCC3(CC2)OCCO3)n2nc(C)c(-c3ccc(Cl)cc3)c2n1	-2	-6	-4	nt	12	-3	12	1	10
OCc1ccnc2c(O)cccc12	10	-4	4	1	-7	-4	10	0.99	3
CN(Cc1ccco1)C(=O)c1ccc(N2CCCC2=O)cc1	-3	7	14	-3	6	-1	10	1	1
CCn1c(C(C)NC(=O)c2cccc(C)c2)nc2ccccc21 (stereo not given)	0	-7	9	-4	-9	-3	-1	1	7
CCOc1ccc(N=C2NC(=O)C(CC(=O)O)S2)cc1 (stereo not given)	-3	-7	4	0	0	-1	-2	1	10

One compound at a time (already shown):
O=C1NC2c3ccccc3C(=O)N2c2c1cnn2-c1ccccc1 (stereo not given) in the list: Hsp90 inh: -3; Cdc25B inh: 2; AP ELISA ortho: -7; JNK3 inh: 5; MKP-1 inh: -20; MMP-13 inhibitor: 1; FXIIa inh mix: 1; A340 absorber: 1; FXIa inh mix: 4
CN(Cc1ccco1)C(=O)c1ccc(N2CCCC2=O)cc1 in the list: Hsp90 inh: -3; Cdc25B inh: 7; AP ELISA ortho: 14; JNK3 inh: -3; MKP-1 inh: 6; MMP-13 inhibitor: -1; FXIIa inh mix: 10; A340 absorber: 1; FXIa inh mix: 1

Entries listed so far marked active in Cdc25B inh.
SMILES,Cdc25B inh,AP ELISA ortho,JNK3 inh,MKP-1 inh,MMP-13 inhibitor,FXIIa inh mix,A340 absorber,FXIa inh mix
O=C(OC1CCCCC1)c1ccc2c(c1)C1C=CCC1C(C(=O)O)N2 (stereo not given),63*,-5,2,52*,1,4,1.1,-5
